# High-throughput results: PubChem BioAssay, several laboratories
# LRH-1 inv ag = LRH-1 (NR5A2) inverse agonists, primary screen, cell-based, luminescence, HEK293T, StAR-luciferase reporter; LRH-1 transfected, 24 h; Nuclear receptor subfamily 5 group A member 2 (Homo sapiens), O00482; inhibition, % at 3.6 µM; AID 602396, 2012; 360,000 compounds, 0.13% hits;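 active means inhibition above the mean inhibition of all tested compounds plus 3 SD, cut at about 73% in these data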;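 further: 0% = DMSO wells and 100% = reporter-only cells lacking LRH-1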
# NOD2-RIPK2 inh = NOD2-RIPK2 binding disruptors in cells, primary screen, fluorescence, CHO cells, BLA complementation; CCF4 ratio; inhibition, % at 4.98 µM; Receptor-interacting serine/threonine-protein kinase 2 (Homo sapiens), O43353; 360,000 compounds, 0.38% hits; in the data active means inhibition above about 21%;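 further: 0% = vehicle only and 100% = reference blocker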
# NCOA3 inh = SRC3 coactivator transcriptional activity inhibitors, primary screen, cell-based, luminescence; Nuclear receptor coactivator 3 (Homo sapiens), Q9Y6Q9; HEK293 GAL4-SRC3 luciferase reporter; inhibition, % at 3.6 µM; 360,000 compounds, 0.17% hits;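 active means inhibition above a per-campaign cutoff, the mean of all compounds plus 3 SD, cut at about 60% in these data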;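 further: 0% = DMSO-treated cells and 100% = gossypol-treated cells at 36 µM; higher means less SRC3-driven luciferase light from the GAL4 reporter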
# NCOA1 inh = SRC1 coactivator transcriptional activity inhibitors, primary screen, cell-based, luminescence; HEK293 GAL4-SRC1 luciferase reporter; 360,000 compounds, 0.12% hits; AID 588354, 2011; inhibition, % at 3.6 µM; Nuclear receptor coactivator 1 (Homo sapiens), Q15788;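 active means inhibition above the campaign mean plus 3 SD, with each screening campaign given its own cutoff, cut at about 60% in these data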;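 further: 0% = DMSO treated cells and 100% = gossypol at 36 µM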
# NCOA2 inhibitor = inhibition of GAL4-SRC2 driven luciferase reporter, primary screen, SRC2 inhibitor project, cell-based, luminescence; HEK293 GAL4-SRC2 luciferase reporter; inhibition, % at 9 µM; Nuclear receptor coactivator 2 (Homo sapiens), Q15596; 370,000 compounds, 0.17% hits;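 active means inhibition above the mean inhibition of all tested compounds plus 3 SD, set per campaign, cut at about 52% in these data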;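 further: 0% = DMSO treated cells and 100% = cells given Gossypol at 36 µM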
# LMP1 NFkB inh = EBV LMP1-driven NF-kappaB luciferase reporter inhibitors, primary screen, cell-based, luminescence, single point; inhibition, % at 12.5 µM; 350,000 compounds, 0.69% hits; LMP1-induced NF-kappaB luciferase reporter cells; in the data active means inhibition above about 41%;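 further: 0% = neutral control wells and 100% = reference inhibitor control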
# TLR9-MyD88 inh = inhibitors of TLR9-MyD88 association in cells, primary screen, cell-based, CHO, BLA complementation, fluorescence; Toll-like receptor 9 (Homo sapiens) + Myeloid differentiation primary response protein …; CCF4 FRET ratio; inhibition, % at 4.98 µM; 340,000 compounds, 0.21% hits; AID 504734, 2011;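 active means inhibition above the mean over all tested compounds plus 3 SD, cut at about 21% in these data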;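 further: 0% = DMSO only wells and 100% = clavulanate BLA inhibitor control wells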
# Vif imaging = HIV Vif self-association inhibitors, primary screen, imaging, HEK293T, single point; HEK293T cells, Vif self-association by quenched fluorescence, 24 h; inhibition, % at 7.49 µM; 340,000 compounds, 0.35% hits; AID 602346, 2012; in the data active means inhibition above about 50%, passing the limit was not always enough; further: some results filed as inactive read as strong as hits
# C8 TRAIL sens = viability loss with TRAIL in NB7+C8 cells, primary screen, TRAIL sensitizer project, cell-based, ATPlite luminescence. inhibition (viability loss, TRAIL sensitization), % at 10 µM. 360,000 compounds, 1% hits. AID 624354, 2012;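 active means compounds causing at least 50% loss of cell viability in the single-dose screen, relative to plate controls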
# NR2F2 inh = NR2F2 transcriptional activity inhibitors, primary screen, cell-based, luciferase reporter, HEK293T, luminescence; COUP transcription factor 2 (Homo sapiens), P24468; HEK293T NGFI-A luciferase reporter; inhibition, % at 8.6 µM; 370,000 compounds, 0.7% hits;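 active means inhibition above a per-plate cutoff, mean inhibition of test wells between control levels plus 3 SD, cut at about 38% in these data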;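 further: cells cotransfected with COUP-TFII expression vector driving the NGFI-A reporter; 0% = median of COUP-TF2 test wells and 100% = reporter-only cells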
# TROY NFkB inh = inhibitors of TROY-driven NF-kB signaling, primary screen, Q293 LMP1-TROYcd cells, NF-kB luciferase, uHTS. 360,000 compounds, 0.98% hits. AID 1347056, 2019. Q293 LMP1-TROYcd NF-kB luciferase reporter, 4 h. inhibition, % at 10 µM;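 active means compounds whose plate-normalised and pattern-corrected inhibition of the luciferase reporter signal at the single screening dose is 50% or more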
# * hit, by the source's call; · = not tested or not shown. These rows are one share of the data (hit frequency here may not be typical).
SMILES,LRH-1 inv ag,NOD2-RIPK2 inh,NCOA3 inh,NCOA1 inh,NCOA2 inhibitor,LMP1 NFkB inh,TLR9-MyD88 inh,Vif imaging,C8 TRAIL sens,NR2F2 inh,TROY NFkB inh
Cc1ccc(CNC(=O)COC(=O)c2ccc(Cl)c(N)c2)cc1,23.5,4.0,24.0,-38.0,0.9,-2.5,-0.8,4.2,0.5,-0.8,7.2
CC1CC(NC(=O)c2ncn[nH]2)CC(C)(C)C1 (centres undefined),-19.1,8.0,9.1,-4.9,-23.7,7.0,-2.6,-2.0,-8.4,-10.5,-2.8
COC(=O)Cn1c(=O)c2c(nc(Br)n2Cc2ccccc2Cl)n(C)c1=O,3.8,-8.4,20.0,-7.0,5.5,2.8,-1.9,·,8.3,-1.3,-16.2
Cc1ccccc1S(=O)Cc1ccc(C(=O)NCCCN2CCCCC2)o1 (centres undefined),-0.9,-2.8,7.8,-6.1,-18.8,-0.4,0.3,-9.9,-18.8,6.4,-1.7
O=C(CCOc1ccccc1)Nc1ccc([N+](=O)[O-])cc1,-5.2,-6.7,-12.6,-14.1,-8.9,-10.6,-6.6,-12.0,-4.5,-9.1,-28.0
COc1ccc(NC(=O)c2ccc(-n3cnnn3)cc2)c([N+](=O)[O-])c1,-17.6,-3.1,-7.4,3.2,-2.9,-4.8,-2.8,0.2,-3.7,-12.5,-2.1
CC(C)NS(=O)(=O)c1ccc(OCC(=O)NCC2CCCO2)c(Cl)c1 (centres undefined),17.6,-5.0,15.4,-3.2,·,-8.1,-4.6,-4.1,-12.7,·,-0.4
COc1cc(OC)nc(Nc2nc(C(N)Cc3ccc(C(F)(F)F)cc3)cs2)n1 (centres undefined),14.9,20.9,13.6,9.9,3.8,·,·,-3.8,79.8*,16.6,-4.7
Cc1ccc(N(CC(O)Cn2nc(C)cc2C)S(=O)(=O)c2ccc3ccccc3c2)cc1 (centres undefined),-17.2,-8.6,7.6,0.0,-10.1,-22.5,-9.0,-12.3,-8.6,15.4,6.3
CC1=C(C(=O)N(C)C)CC(CC(=O)NCc2cccs2)C(=O)N1CCC1=CCCCC1 (centres undefined),9.1,1.3,-7.2,-14.7,-8.7,-2.7,2.7,1.1,3.2,-1.3,-30.8
CCCc1ccc2oc(C(=O)N3CCN(c4cnccn4)CC3)c(C)c2c1,-4.6,2.7,2.5,-9.1,-21.8,1.7,-2.5,-7.2,20.1,11.9,33.9
O=C(NC12CC3CC(CC(C3)C1)C2)c1ccc(N2CCNCC2)c([N+](=O)[O-])c1,3.0,14.8,-10.6,2.0,-3.8,-12.4,-1.7,-7.0,-16.8,-14.1,1.5
COc1ccc(/C=C(\C#N)C(=O)OCC(=O)Nc2c(C)cccc2C)cc1,-9.5,8.8,-0.1,-22.9,-15.1,-26.8,3.8,-0.7,-2.8,8.0,-6.7
O=C(Nc1ccc(S(=O)(=O)NCc2ccco2)cc1)c1cccc(F)c1,20.8,-0.3,-6.3,-58.4,-10.6,0.5,-1.1,-11.9,2.2,-0.5,-3.7
O=[N+]([O-])c1ccc2nc(N3CCCC3)sc2c1,-66.9,13.0,-67.9,-61.4,-46.1,-22.8,6.5,3.6,-9.0,-29.9,-29.2
O=C(NCc1ccc(F)cc1)C1CCCN(C(=O)Nc2ccccc2)C1 (centres undefined),-4.8,-4.1,17.3,-1.5,-67.0,-7.5,4.7,-13.4,5.1,-14.4,11.4
COc1cccc(C2c3c(C)nn(-c4ccc([N+](=O)[O-])cc4)c3N=C3C(=O)Nc4ccccc4N32)c1 (centres undefined),9.1,1.1,6.7,-6.3,-0.9,-54.7,-0.6,-14.4,3.3,0.7,13.8
CNC(=O)c1c(NC(NC(=O)c2ccco2)C(=O)c2ccc(Cl)cc2)sc2c1CCCC2 (centres undefined),8.8,-5.8,12.6,-6.6,-6.8,0.6,-0.3,-3.2,-10.5,-1.6,18.4
COc1ccc([C@]2(C(C)C)ON(c3ccccc3C(F)(F)F)C2=O)cc1,6.4,4.6,12.7,-7.5,7.4,13.5,3.1,-1.9,0.1,15.8,-5.2
Cc1cc2cc3c(cc2nc1SCC(=O)OC(C)C)OCO3,-5.9,4.7,2.4,0.7,-10.1,-7.5,-8.7,·,-4.4,-6.9,-11.6

# Gathered by group, the compounds so far with a CF3 group (2)
SMILES,LRH-1 inv ag,NOD2-RIPK2 inh,NCOA3 inh,NCOA1 inh,NCOA2 inhibitor,LMP1 NFkB inh,TLR9-MyD88 inh,Vif imaging,C8 TRAIL sens,NR2F2 inh,TROY NFkB inh
COc1cc(OC)nc(Nc2nc(C(N)Cc3ccc(C(F)(F)F)cc3)cs2)n1 (centres undefined),14.9,20.9,13.6,9.9,3.8,·,·,-3.8,79.8*,16.6,-4.7
COc1ccc([C@]2(C(C)C)ON(c3ccccc3C(F)(F)F)C2=O)cc1,6.4,4.6,12.7,-7.5,7.4,13.5,3.1,-1.9,0.1,15.8,-5.2

# Continuation:
SMILES,LRH-1 inv ag,NOD2-RIPK2 inh,NCOA3 inh,NCOA1 inh,NCOA2 inhibitor,LMP1 NFkB inh,TLR9-MyD88 inh,Vif imaging,C8 TRAIL sens,NR2F2 inh,TROY NFkB inh
CSCCC(NS(=O)(=O)c1ccc(C)cc1)C(=O)Nc1ccc(C)cn1 (centres undefined),7.0,-9.8,10.2,-13.2,-9.5,-3.9,8.0,-18.7,-7.2,-21.0,10.3
O=C(O)CCCN1C(=O)C2C3C=CC(C2C1=O)C1C(=O)N(CCCC(=O)O)C(=O)C31 (centres undefined),5.4,7.5,-13.7,18.1,16.4,3.3,-6.2,-4.9,6.6,17.4,8.5
CCOc1ccc(S(=O)(=O)NCc2ccco2)cc1,-14.9,-14.6,-2.5,0.0,6.4,8.2,11.6,4.1,-1.2,-1.6,6.3
CCN(CC)C(=O)CSc1nc2cc3c(cc2c(=O)n1CCCC(=O)NCc1ccc(OC)cc1)OCO3,13.9,7.4,6.3,-14.0,-4.2,1.9,3.5,-18.4,-9.3,10.3,-1.0
CCCCCCCCSC1=CC(=O)C(OC)=C(OC)C1=O,-1.4,-2.7,-55.8,-13.5,14.4,-3.4,9.2,10.2,7.0,7.4,-2.7
Cc1sc(NC(=O)c2ccccc2)c(C#N)c1-c1ccccc1,-127.7,-6.2,-77.6,-91.7,-41.1,-18.0,-0.4,-4.1,18.1,-48.3,-24.8
OC[C@@H]1CN(Cc2ccc3c(c2)OCO3)C[C@H](n2cnc3c(N4CCN(c5ccccc5)CC4)ncnc32)O1,19.5,-4.2,8.6,17.9,-21.4,·,·,2.4,12.4,4.6,19.4
COC(=O)c1c(C)noc1-c1snnc1C,-23.4,-8.2,4.6,-14.0,-2.2,·,·,-4.0,2.0,-4.7,-10.7
CCN(CC)C(=O)C1=C(C)N(Cc2ccccc2)C(=O)C(CC(=O)NCCCCc2ccccc2)C1 (centres undefined),1.7,5.6,2.4,10.1,22.3,0.3,11.7,3.7,-10.5,2.2,2.8
COc1ccc(N(CC(=O)NC(C)c2ccccc2)S(=O)(=O)c2ccc(C)cc2)cc1 (centres undefined),-10.2,-0.6,-0.7,-32.0,0.1,-2.4,0.2,-17.0,1.6,13.7,-7.9
C=CCC[C@H](Cc1ccc(F)cc1)C(=O)OC[C@@H](Cc1c[nH]c2ccccc12)NC(=O)[C@H](CC=C)CC(=O)N[C@H](CO)Cc1ccccc1,3.1,3.9,1.9,-75.0,19.4,-4.7,-2.0,-6.2,8.3,16.9,30.0
COc1ccc(/C=c2/sc3n(c2=O)C(c2ccccc2OC)C2=C(N=3)c3ccccc3CC2)cc1O (centres undefined),3.5,35.2*,15.7,11.6,5.1,-19.7,17.3,-4.5,18.1,13.8,10.0
O=C(C(c1ccccc1)c1ccccc1)N1CCC(c2nc(-c3ccccc3Cl)no2)CC1,5.7,-1.7,5.7,-1.0,-14.6,-4.2,0.0,-2.4,6.3,2.0,13.9
COC(=O)c1ccc(/C=N/NC(=O)CC(=O)NCC(C)C)cc1,6.1,-0.8,-27.1,-6.0,12.3,6.4,0.2,1.0,-9.0,7.8,6.8
NC(N)=Nc1nc2cc([N+](=O)[O-])ccc2o1,-4.2,-3.9,4.4,-12.7,-12.4,-3.0,-1.9,26.3,0.8,-16.4,-12.7
N#CCSc1ncnc2c1cnn2CCO,8.8,-13.0,6.0,4.4,-24.1,5.2,9.6,2.6,-15.7,17.5,2.1
Clc1ccc(Cl)c2sc(N3CCCC3)nc12,-15.3,-6.7,-13.1,-7.5,7.5,-1.0,-9.8,·,8.9,4.1,-21.8
Cc1nnc2ccc(-c3ccc(NS(C)(=O)=O)cc3)nn12,10.5,3.2,6.4,-11.3,8.2,-3.5,-2.9,-3.2,-1.4,-15.4,10.8
COc1cccc(/C=N/NC(=O)CCNc2n[nH]c(=O)[nH]c2=O)c1OC,-0.3,5.8,13.4,-20.1,-22.5,-5.6,-7.8,-0.4,-1.3,-0.5,3.7
Cc1cc(C)c(NC(=O)CSc2nc(=O)n3cc(C)ccc3n2)c(C)c1,-24.1,-11.8,-14.4,-17.7,8.5,1.2,-0.7,-7.1,-15.5,-9.5,-0.3
CN(C)c1ccc(/C=N/NC(=O)c2nnn(-c3nonc3N)c2CN(C)c2ccccc2)cc1,-23.6,-1.6,-5.9,2.1,-9.8,-43.0,2.9,-0.5,14.9,2.7,19.4
COc1cccc(NC(=O)c2ccccc2N(Cc2ccccc2)S(C)(=O)=O)c1,-10.4,-6.8,-0.8,-2.8,-13.1,1.9,5.9,-2.5,8.7,-21.8,4.2
O=C(CCC1CCCC1)N=C1SC2CS(=O)(=O)CC2N1c1ccccc1F (centres undefined),9.3,-4.5,-3.8,-5.2,-29.0,-1.7,6.4,19.6,8.6,-12.6,5.0
CC1Cn2c(nc3c2c(=O)[nH]c(=O)n3C)O1 (centres undefined),-1.6,-8.5,-5.0,-13.9,-9.4,-1.3,-8.7,·,2.4,11.8,7.1
CCOC(=O)C1CCN(c2cc(=O)n(-c3ccc(OC)cc3)c(=O)[nH]2)CC1,-18.1,-15.1,-5.8,4.5,-13.8,-1.3,-0.5,12.8,-2.9,-14.6,-19.5
COc1cc2c(cc1OC)C(c1ccccc1)N(C(=O)c1ccco1)CC2 (centres undefined),3.2,-2.5,10.1,-6.3,10.9,1.6,3.9,19.6,5.6,-4.8,2.7
Cc1ccccc1NC(=O)c1cc(S(=O)(=O)N2CCOCC2)ccc1F,8.0,-8.5,-5.4,-22.4,2.5,-1.5,0.7,18.5,-35.5,-6.7,1.0
